USP1 inh: USP1/UAF1 (human) deubiquitinase inhibition | Potency, µM (doses to about 57.1 µM), without a hit: at the highest dose activity change, negative = inhibition, hits mostly inhibitors | 390,000 compounds, 0.23% hits | AID 743255 | recombinant USP1/UAF1, Ub-Rhodamine cleavage fluorescence; also: potency is read from the fitted curve at half-maximal effect; % is scaled to controls: 0 for no effect and ±100 for the full control effect; nearly all actives have a fitted effect of over 60% in size; inactives centre near -12
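High-throughput fluorogenic screen: 1nM USP1/UAF1 complex, Ub-Rho substrate 150nM final, 50mM HEPES pH 7.8 with 0.5mM EDTA, 0.1 mg/ml BSA, 1mM TCEP and 0.01% Tween-20.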
TrxR1 substrate: rat thioredoxin reductase 1 substrate activity; purified TrxR1 substrate turnover, NADPH consumption readout; Potency, µM (doses to about 114 µM), for inactives: at the highest dose activity change, negative = substrate turnover; 390,000 compounds, 0.01% hits; also: potency is read from the fitted curve at half-maximal effect; % is scaled to controls: 0 for no effect and ±100 for the full control effect; nearly all actives have a fitted effect of over 50% in size
Target sequence (O89049 whole entry, looked up): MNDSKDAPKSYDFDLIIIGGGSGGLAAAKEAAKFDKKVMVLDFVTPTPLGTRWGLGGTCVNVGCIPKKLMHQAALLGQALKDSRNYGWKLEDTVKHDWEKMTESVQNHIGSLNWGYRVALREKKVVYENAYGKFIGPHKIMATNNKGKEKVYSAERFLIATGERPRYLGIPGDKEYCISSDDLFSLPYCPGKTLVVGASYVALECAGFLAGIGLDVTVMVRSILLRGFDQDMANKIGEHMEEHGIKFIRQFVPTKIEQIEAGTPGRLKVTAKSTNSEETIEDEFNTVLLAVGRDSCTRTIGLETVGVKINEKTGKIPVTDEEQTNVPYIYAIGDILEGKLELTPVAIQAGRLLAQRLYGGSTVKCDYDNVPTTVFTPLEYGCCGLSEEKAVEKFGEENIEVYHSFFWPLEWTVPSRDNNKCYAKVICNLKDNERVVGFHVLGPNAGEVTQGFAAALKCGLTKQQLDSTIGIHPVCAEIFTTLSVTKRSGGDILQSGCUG
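Rat TrxR1, dispensed at 90 nM, was prereduced with 400 uM NADPH (final) for 5 min at ~22 deg C, then incubated with compound 15 min before 400 uM selenite. A first-read NADPH fluorescence drop versus no-compound background flagged substrates.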
Glioma ERSR ind: inducers of ER stress response in human glioma cells. U87-MG GRP78 promoter luciferase reporter, 16 h. Potency, µM, inactives show top-dose activation, usual class: activators. 420,000 compounds, 0.02% hits; also: potency is read from the fitted curve at half-maximal effect; series mostly up to about 76 µM; % of control where 0% means no effect; nearly all actives have a fitted effect of over 35% in size
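Stably transfected U87-MG glioma cells carrying a GRP78-based luciferase sensor; 16 h compound incubation. Luminescence end-point read 10 min after Bright-Glo addition at room temperature.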
LDHA inh: blocks human lactate dehydrogenase A | P00338 | purified LDHA, NADH/diaphorase-resazurin fluorescence; active compounds read low | activity change, % (values are at about 110 or 230 µM) | 480,000 compounds, 0.15% hits | AID 1347041; in the data active = activity change below about -30%; inconclusive = mostly about -25% to -30%;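 also: plate controls were DMSO wells for no effect and wells without enzyme for full effect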
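Human LDH5 at 2 nM final in Tris HCl pH 7.4 with 0.06 mM NADH and 0.2 mM pyruvate, reacted 5 minutes at room temperature. Remaining NADH coupled via diaphorase/resazurin; resorufin fluorescence read at 0 and 20 minutes, normalized to enzyme-free and DMSO wells.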
Vif-APOBEC3F blk: Vif-A3F binding inhibition | Potency, µM (doses to about 46.1 µM), without a hit: at the top dose activity, negative = active | HeLa A3F-eYFP + Vif (tagged APOBEC3F with the HIV-1 protein that degrades it), YFP fluorescence increase | 390,000 compounds, 0.2% hits; also: potency is read from the fitted curve at half-maximal effect; % of control where 0% means no effect; nearly all actives have a fitted effect of over 65% in size
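Fluorescence increase (Ex 488/Em 500-530) after overnight compound treatment at 37 deg C flags inhibition of Vif-driven A3F-eYFP loss in stable HeLa A3F-eYFP/Vif cells seeded overnight beforehand.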
RXFP1 ag: activates the human relaxin receptor RXFP1. HEK293T-RXFP1 cAMP TR-FRET, 30 min; response scale: percent of porcine relaxin response, buffer zero. Potency, µM (doses to about 57.5 µM), for inactives: at the highest dose activation, usual class: activators. 370,000 compounds, 0.3% hits; also: potency is read from the fitted curve at half-maximal effect; % is scaled to controls: 0 for no effect and ±100 for the full control effect; nearly all actives have a fitted effect of over 60% in size; many of its hits are not listed in these tables
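cAMP rise read by TR-FRET after 30 min, 37C compound exposure (up to 58 uM) in RXFP1-transfected HEK293 cells with Ro 20174 present. EC50 from Hill-equation fits, with 29 nM porcine relaxin as 100% and buffer as basal.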
mIDH1 inhibitor: blocks human mutant IDH1 R132H enzyme; O75874; IDH1-R132H enzyme, NADPH consumption, diaphorase/resazurin fluorescence; Potency, µM (series often up to 76.6 µM), for the others: at the highest dose activity change, negative = inhibition, hits mostly inhibitors; 390,000 compounds, 0.093% hits; also: potency is read from the fitted curve at half-maximal effect; % is scaled to controls: 0 for no effect and ±100 for the full control effect; nearly all actives have a fitted effect of over 65% in size
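IDH1-R132H (0.5 ug/mL) preincubated 30 min with compound, then NADPH (0.016 mM) and alpha-KG (2 mM) added; 80 min at RT, pH 7.5. Remaining NADPH coupled via diaphorase/resazurin to fluorescence (540/590 nm); concentration-response curves normalized to no-enzyme control.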
Vif-APOBEC3G blk: Vif-A3G binding inhibition. Q9HC16. HeLa A3G-eYFP + Vif (tagged APOBEC3G with the HIV-1 protein that degrades it), YFP fluorescence, overnight. Potency, µM (highest dose often 46.1 µM), for the others: top-dose activity, negative = active, most hits filed as inhibitors. 410,000 compounds, 0.076% hits. AID 602310;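 also: potency is read from the fitted curve at half-maximal effect; % is scaled to controls: 0 for no effect and ±100 for the full control effect; nearly all actives have a fitted effect of over 60% in size; hits raise eYFP signal because A3G escapes Vif-driven loss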
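Read-out is eYFP fluorescence (Ex 488/Em 500-530) from Vif-expressing HeLa A3G-eYFP cells; more signal means A3G escaped Vif-mediated degradation. Cells plated overnight, compound pinned in, incubated overnight at 37 deg C.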
PI4K2A inh: PI4K2A (human) kinase inhibition. Q9BTU6. purified PI4K2A, ADP-Glo luminescence, 1 h; active compounds read low. activity change, negative = inhibition, % at 76.9 µM. 420,000 compounds, 0.13% hits; in the data active = activity change below about -50%; inconclusive = mostly about -30% to -49%;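 also: -100% = wells without enzyme as full effect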
Target sequence (Q9BTU6 whole entry, looked up): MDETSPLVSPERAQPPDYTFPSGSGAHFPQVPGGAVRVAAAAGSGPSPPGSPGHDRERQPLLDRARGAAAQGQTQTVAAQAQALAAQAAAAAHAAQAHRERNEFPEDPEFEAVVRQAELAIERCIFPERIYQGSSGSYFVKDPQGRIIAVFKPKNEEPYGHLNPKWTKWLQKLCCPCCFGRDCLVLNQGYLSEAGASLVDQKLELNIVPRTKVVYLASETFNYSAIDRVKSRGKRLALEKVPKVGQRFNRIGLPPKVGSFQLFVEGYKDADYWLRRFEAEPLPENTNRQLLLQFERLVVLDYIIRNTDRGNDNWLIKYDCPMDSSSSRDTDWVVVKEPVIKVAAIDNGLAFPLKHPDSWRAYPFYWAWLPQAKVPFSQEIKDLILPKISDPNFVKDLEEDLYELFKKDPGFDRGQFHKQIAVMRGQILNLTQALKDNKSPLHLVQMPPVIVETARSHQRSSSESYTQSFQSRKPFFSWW
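PI4K2A activity was measured by ADP-Glo luminescence: enzyme (4 ug/mL stock) and phosphatidylinositol (1.2 mM stock) in Tris pH 7.5/MgCl2/EGTA/Triton X-100 buffer were reacted with ATP (300 microM stock) for one hour at ambient temperature.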
Starred values were filed as active, the others as inactive; ? = inconclusive; . = no result given; & = joins results of further samples; [ ] = remark or other dose. Unless noted, calls follow the shape of the dose curve; as a rule, active = well fitted curve in the direction sought with a large enough effect; inconclusive = small, poorly fitted or top-dose-only effect, or another doubt; inactive = no such curve, though single readings can be large; an effect the other way counts as inactive or inconclusive. This is a subset (hit frequency here may not be typical).

SMILES	USP1 inh	TrxR1 substrate	Glioma ERSR ind	LDHA inh	Vif-APOBEC3F blk	RXFP1 ag	mIDH1 inhibitor	Vif-APOBEC3G blk	PI4K2A inh
CCN(CC)c1ccc(NC(=O)c2cc(Cl)ccc2OC)cc1	?	-10%	-2%	4	0%	2.9%	4%	-12%	0
N/C(Cc1cccc2ccccc12)=N\OC(=O)c1ccc2c(c1)OCO2	?	4%	3%	6	-4%	-0.2%	-5%	4%	-5
CC(C)CCN1CCN(Cc2cnc(-c3ccccc3)s2)CC1CCO (stereo not drawn)	-12%	12%	-2%	-8	3%	-1.4%	2%	5%	4
C[C@@H](N)C(=O)NC[C@H]1CC[C@H](C(=O)N[C@@H](Cc2ccccc2)C(=O)O)CC1	4%	-2%[57.1 µM]	-6%	-5	-13%	-0.4%	-1%	2%	1
CC(=O)N1CN(C2CC(C)(C)NC(C)(C)C2)Cc2c1sc1c2CCCC1	-15%	5%	-6%	-6	-14%	4.2%	0%	0%	1
Cc1ccc2oc(=O)c(S(=O)(=O)c3ccc(F)cc3)cc2c1	-15%	12%	-3%	-2	-5%	0.8%	-14%	-21%	0
O=C(COC(=O)Cc1cccc(C(F)(F)F)c1)Nc1ccc2c(c1)OCCO2	-14%	-8%	-2%	1	-2%	0.8%	6%	-1%	3
O=C(NNC(=S)Nc1cccc(C(F)(F)F)c1)c1ccc(Cl)cc1Cl	-3%	-17%	-5%	-9	-7%	-1.0%	0%	1%	4
O=S(=O)(c1cccc2ccccc12)N1CCC2CC1c1cc(-c3ccc4c(c3)OCO4)ccc12 (stereo not drawn)	.	.	-3%	0	.	.	.	-1%	0
O=c1[nH]c2cc([N+](=O)[O-])cc(Cl)c2c2ccccc12	-26%	.	-3%	10	-2%	.	14%	1%	0
CCOc1cc(N2CCOCC2)c(OCC)cc1NC(=O)COC(=O)C1CCCN1S(=O)(=O)c1ccccc1F (stereo not drawn)	-24%	6%	-1%	5	-22%	-0.3%	13%	3%	-2
O=C(Nc1nc(-c2nc3ccccc3s2)cs1)c1ccco1	-27%	6%	-2%	-7	-13%	2.1%	2%	-1%	-28
O=C(Nc1ccc(Br)cc1)c1ccc(F)c(S(=O)(=O)N2CCc3ccccc32)c1	?	1%[57.1 µM]	-5%	-2	0%	6.1%	-6%	13%	-9
COc1ccc2oc(-c3cccc(NC(=O)c4sc5c([N+](=O)[O-])cccc5c4Cl)c3)nc2c1	-10%	7%	-2%	-1	7%	-2.4%	-3%	5%	-1
CCc1nc2c(OCc3ccc(F)cc3)cccn2c1N(C)C(=O)c1ccc(C)cc1	.	.	2%	4	.	.	.	-4%	-11
CCCCC(=O)N(C)c1c(CC)nc2c(OCC(=O)C(C)(C)C)cccn12	.	.	1%	-2	.	.	.	3%	1
CCOC(=O)C1=C(C)N(C)C(=O)NC1c1c(O)ccc2ccccc12 (stereo not drawn)	-19%	-1%	1%	6	-23%	0.2%	1%	-7%	5
OC(CN1CCCCC1)Cn1c2ccccc2c2cc(Br)ccc21 (stereo not drawn)	-20%	4%	-8%	6	18%	3.4%	1%	4%	5
CCOC(=O)Nc1ccc2c(c1)N(C(=O)CCN1CCN3CCCC3C1)c1ccccc1CC2 (stereo not drawn)	-13%	9%[57.1 µM]	0%	0	-10%	-1.6%	6%	1%	-7
O=C(O)c1cc([N+](=O)[O-])cc2c1C=Cc1ccccc1O2	-13%	-14%	-4%	4	12%	-0.4%	-7%	-8%	2
CCC(C)(C)n1nnnc1C(c1ccncc1)N1CCC(Cc2ccccc2)CC1 (stereo not drawn)	-21%	-13%	1%	2	.	-0.1%	-2%	0%	1
O=C(O)C[C@H]1c2ccc(C(F)(F)F)cc2S(=O)(=O)N1Cc1ccccc1	-3%	-2%&-6%	2%&1%	-9	3%	.	1%	2%&-3%	-1
COc1ccc(NC(=O)CN(C)C(=O)CNC(=O)c2ccc(C)s2)cc1	-20%	-5%	-2%	-5	1%	0.5%	7%	0%	-6
COC(=O)c1ccc(OCC(O)CN2C(=O)c3ccccc3S2(=O)=O)cc1 (stereo not drawn)	-13%	4%[57.1 µM]	2%	3	-6%	-0.8%	12%	3%	-6
CCOc1cc(C=O)c(Br)cc1OC1CCCC1	-13%	-6%	-8%	1	-12%	15%	4%	-8%	-5
Following part
SMILES	USP1 inh	TrxR1 substrate	Glioma ERSR ind	LDHA inh	Vif-APOBEC3F blk	RXFP1 ag	mIDH1 inhibitor	Vif-APOBEC3G blk	PI4K2A inh
O=C(COC(=O)CNC(=O)c1cccs1)Nc1ccccc1C(F)(F)F	-8%	15%[57.1 µM]	-2%	-9	4%	-2.2%	-2%	0%	-1
COc1ccc(/C=N/NC(=O)C2COc3ccccc3O2)cc1OC (stereo not drawn)	-15%	2%	6%	-1	-2%	1.0%	0%	-2%	0
COc1ccc(CCN2C(=O)CN(C3CCC(C)CC3)C(=O)C2c2ccc(OC(C)C)c(OC)c2)cc1OC (stereo not drawn)	-17%	-1%[57.1 µM]	-1%	1	0%	0.1%	19%	-1%	0
N[C@@H](CO)c1nnc([C@H](Cc2ccc(O)cc2)NC(=O)C2CCNCC2)o1	-15%	4%	-2%	1	3%	0.6%	-2%	-1%	-2
O=C(Cn1cnc2c(nnn2-c2ccc(F)cc2)c1=O)NCc1ccco1	-12%	-1%[57.1 µM]	4%	-3	-1%	7.2%	2%	0%	-3
CC1(C(=O)Nc2ccc(Cl)c(Cl)c2)CCN1C(=O)CC(c1ccccc1)c1ccccc1 (stereo not drawn)	.	.	-2%	-8	.	.	.	-2%	-3
O=C(CSc1ccc(C(F)(F)F)cc1[N+](=O)[O-])Nc1ccccc1	3%	8%	-1%	-7	-1%	-1.2%	0%	-3%	-3
NC(=O)N/N=C/c1ccc(N2CCOCC2)s1	-4%	-3%	-3%	-1	-8%	-4.2%	0%	-21%	-4
C[C@@H]1CN([C@@H](C)CO)C(=O)CCCn2cc(nn2)CO[C@H]1CN(C)S(=O)(=O)c1ccc(C#N)cc1	7%	.	-4%	1	3%	.	12%	-1%	9
Cc1ccc([N+](=O)[O-])cc1S(=O)(=O)Nc1cccc(S(=O)(=O)Nc2ccccc2C(=O)O)c1	-9%	-3%	-3%	-11	1%	.	-4%	-1%	4
COc1ccc(NC(=O)Cn2cc(C#N)c3ccccc32)cc1	-15%	7%[57.1 µM]	-2%	-5	0%	1.4%	0%	0%	-1
COc1ccc(-n2nc([N+](=O)[O-])c(=NCCc3ccc(Cl)cc3)n2O)cc1	-5%	10%	1%	1	-12%	-0.7%	2%	-5%	3
O=S(=O)(c1ccc(Cl)cc1)N1CCN(S(=O)(=O)N2CCCCCC2)CC1	-27%	-15%[57.1 µM]	1%	2	-1%	-0.5%	6%	-1%	3
COc1ccccc1CNC(=O)COc1ccccc1C	-8%	-7%	0%	-3	-24%	0.1%	12%	1%	4
CN(C)S(=O)(=O)N1CCN(c2ccc([N+](=O)[O-])c(NC3CC3)c2)CC1	-11%	-14%	-2%	-5	14%	3.9%	9%	-2%	-11
COc1ccc(-c2ocnc2C(=O)NCc2nn(-c3ccccc3)nc2C)cc1	-9%	20%	-2%	-13	-1%	-1.5%	-11%	2%	-1
NS(=O)(=O)c1ccc(CNC(=O)CCS(=O)(=O)Cc2ccccc2)cc1	-20%	-8%	-4%	-4	-3%	-3.1%	9%	6%	1
CCN1C(=O)c2ccccc2S(=O)(=O)c2ccc(C(=O)NCc3ccccc3)cc21	-20%	1%	-1%	1	13%	3.6%	10%	-1%	1
COc1cccc(CNC(=O)c2c(O)nc3ccccn3c2=O)c1	-13%	12%	-3%	7	2%	11%	0%	-1%	-2
CN(Cc1ccccc1)S(=O)(=O)c1ccc2c(c1)n(C)c(=O)c(=O)n2C	-7%	-6%	-1%	-2	0%	-0.7%	-9%	2%	1
Cc1ccc(S(=O)(=O)c2cc(OC(=O)c3ccco3)ccc2OC(=O)c2ccco2)cc1	-12%	-11%	-2%	-3	-12%	-1.9%	9%	-6%	9
N#Cc1ccc(C(=O)Nc2cc3nn(-c4ccccc4)nc3cc2Cl)c(F)c1	-26%	3%	-2%	6	0%	0.9%	10%	1%	4
CCCCC(=O)NC(Nc1nc(C2CC2)cs1)(C(=O)OCC)C(F)(F)F (stereo not drawn)	-16%	-7%	3%	0	-14%	2.2%	4%	-5%	14
CCOC(=O)C1CCN(C2CC(=O)N(c3ccc(OCC)cc3)C2=O)CC1 (stereo not drawn)	-17%	-2%	-3%	2	-10%	0.3%	7%	0%	-2
N#CCn1nnc(-c2ccc3c(c2)OCO3)n1	-17%	1%	-3%	19	-15%	-1.1%	0%	5%	-2
O=C(O)/C(=C\c1cccc(OCc2ccccc2)c1)c1ccc(F)cc1	-8%	9%[57.1 µM]	-2%	-5	8%	-0.4%	2%	2%	-4

Reformatted: results already given.
The line under a structure holds: USP1 inh, TrxR1 substrate, Glioma ERSR ind, LDHA inh, Vif-APOBEC3F blk, RXFP1 ag, mIDH1 inhibitor, Vif-APOBEC3G blk, PI4K2A inh
COc1ccc(CCN2C(=O)CN(C3CCC(C)CC3)C(=O)C2c2ccc(OC(C)C)c(OC)c2)cc1OC (stereo not drawn)
    -17%, -1%[57.1 µM], -1%, 1, 0%, 0.1%, 19%, -1%, 0
N[C@@H](CO)c1nnc([C@H](Cc2ccc(O)cc2)NC(=O)C2CCNCC2)o1
    -15%, 4%, -2%, 1, 3%, 0.6%, -2%, -1%, -2
